# Source: PubChem
# TrxR1 inh: rat TrxR1 inhibition | O89049 | recombinant rTrxR1, NADPH fluorescence consumption, selenite substrate | Potency, µM (titrated, usually from 114 µM), without a hit: at the highest dose activity change, negative = inhibition, most hits filed as inhibitors | 390,000 compounds, 1% hits | AID 588453; further: potency means the concentration at half of the fitted maximal effect; on the % scale 0 is the no-effect control and ±100 the full control effect; nearly all actives have a fitted effect of over 65% in size
#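 Rat TrxR1 (90 nM in the dispensed reagent) was pre-reduced with 400 uM NADPH for 5 min at room temperature, then incubated with compound for 15 min. After 400 uM selenite was added, NADPH fluorescence (Ex 340/Em 450 nm) was followed for 8 min.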
# TrxR1 substrate: is turned over as a substrate by rat TrxR1; O89049; purified TrxR1 substrate turnover, NADPH consumption readout; Potency, µM (titrated, usually from 114 µM), for inactives: at the top dose activity change, negative = substrate turnover; 390,000 compounds, 0.01% hits; AID 588456; further: potency means the concentration at half of the fitted maximal effect; on the % scale 0 is the no-effect control and ±100 the full control effect; nearly all actives have a fitted effect of over 50% in size
#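 Rat TrxR1, dispensed at 90 nM, was prereduced with 400 uM NADPH (final) for 5 min at ~22 deg C, then incubated with compound 15 min before 400 uM selenite. A first-read NADPH fluorescence drop versus no-compound background flagged substrates.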
# GLS inh: glutaminase GLS (human) inhibition; O94925; GLS enzymatic activity, qHTS titration; Potency, µM (doses to about 45.5 µM), without a hit: at the highest dose activity change, negative = inhibition, most hits filed as inhibitors; 410,000 compounds, 0.21% hits; AID 624170; further: potency means the concentration at half of the fitted maximal effect; on the % scale 0 is the no-effect control and ±100 the full control effect
#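 Enzyme dispensed in phosphate buffer (45 mM, pH 8.2, 0.02% Tween-20), compounds pinned in, then 1 mM L-glutamine solution and the glutamate oxidase–HRP–Amplex Red mix added; fluorescence read immediately and again after 30 min at room temperature.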
# USP1-UAF1 inh: inhibitors of human USP1/UAF1 deubiquitinase; O94782; Potency, µM (doses to about 57.1 µM), inactives show at the highest dose activity change, negative = inhibition, hits mostly inhibitors; 390,000 compounds, 0.23% hits; recombinant USP1/UAF1, Ub-Rhodamine cleavage fluorescence; further: potency means the concentration at half of the fitted maximal effect; on the % scale 0 is the no-effect control and ±100 the full control effect; nearly all actives have a fitted effect of over 60% in size; inactives centre near -12
#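 USP1/UAF1 complex at 1 nM was preincubated with compound for 15 min at room temperature, then Ub-Rho substrate (150nM final) was added. Fluorescence (480/540 nm) was read kinetically, 6 reads every 60 seconds.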
# HP1b chromo inh: HP1-beta chromodomain-methylated histone interaction inhibition; Potency, µM (top dose mostly 114 µM), without a hit: at the highest dose activity change, negative = inhibition, actives largely listed as inhibitors; P83916; AlphaScreen HP1-beta / biotin-H3K9me3 peptide binding; 390,000 compounds, 0.56% hits; further: potency means the concentration at half of the fitted maximal effect; nearly all actives have a fitted effect of over 70% in size; inactives centre near 23
# Target sequence (P83916 whole entry, looked up): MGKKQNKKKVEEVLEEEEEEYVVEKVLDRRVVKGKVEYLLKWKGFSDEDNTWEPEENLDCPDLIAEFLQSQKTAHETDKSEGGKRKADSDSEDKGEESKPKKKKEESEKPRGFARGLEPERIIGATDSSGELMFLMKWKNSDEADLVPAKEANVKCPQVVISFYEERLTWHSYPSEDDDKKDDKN
#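 HP1-beta protein (50 nM final) preincubated 30 min at room temperature with biotinylated H3(1-18)K9me3 peptide (50 nM) in PBS pH 7.4, 0.01% Tween-20, then compound added for 30 min. AlphaScreen streptavidin donor/nickel chelate acceptor beads (10 ug/mL final), 30 min dark, luminescence read.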
# PI4K2A inh: blocks human PI4K2A kinase activity; purified PI4K2A, ADP-Glo luminescence, 1 h; hits give low values; activity change, negative = inhibition, % at 76.9 µM; 420,000 compounds, 0.13% hits; in the data active means activity change below about -50%; inconclusive means mostly about -30% to -49%;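 further: -100% = wells without enzyme as full effect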
#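 ADP-Glo luminescence measured ADP generated by PI4K2A enzyme (4 ug/mL before mixing) with 1.2 mM PI substrate (pre-mix) and 300 microM ATP (pre-mix). Tris pH7.5 buffer with MgCl2, Triton X-100; 1 h reaction at ambient temperature.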
# Pin1 inhibitor: blocks the human prolyl isomerase Pin1 | Q13526 | Pin1 FP peptide displacement, HiFluor488, 10 min | Potency, µM (series often up to 115 µM), for inactives: top-dose activity, negative = inhibition, most hits filed as inhibitors | 390,000 compounds, 0.009% hits | AID 504891; active means well fitted inhibition curve with a large enough effect in the polarisation, with a control signal flat, not every such curve was filed as active; inconclusive means small, poorly fitted or top-dose-only effect, or effect the other way, or a change in a side signal; inactive means no such curve, though single readings can be large or run the other way; the % refers to the polarisation; further: potency means the concentration at half of the fitted maximal effect; on the % scale 0 is the no-effect control and ±100 the full control effect
# mIDH1 inhibitor: human IDH1 R132H inhibition; O75874; IDH1-R132H enzyme, NADPH consumption, diaphorase/resazurin fluorescence; Potency, µM (series often up to 76.6 µM), inactives show at the top dose activity change, negative = inhibition, usual class: inhibitors; 390,000 compounds, 0.093% hits; AID 602179; further: potency means the concentration at half of the fitted maximal effect; on the % scale 0 is the no-effect control and ±100 the full control effect; nearly all actives have a fitted effect of over 65% in size
# Target sequence (O75874 whole entry R132H, stated change not applied): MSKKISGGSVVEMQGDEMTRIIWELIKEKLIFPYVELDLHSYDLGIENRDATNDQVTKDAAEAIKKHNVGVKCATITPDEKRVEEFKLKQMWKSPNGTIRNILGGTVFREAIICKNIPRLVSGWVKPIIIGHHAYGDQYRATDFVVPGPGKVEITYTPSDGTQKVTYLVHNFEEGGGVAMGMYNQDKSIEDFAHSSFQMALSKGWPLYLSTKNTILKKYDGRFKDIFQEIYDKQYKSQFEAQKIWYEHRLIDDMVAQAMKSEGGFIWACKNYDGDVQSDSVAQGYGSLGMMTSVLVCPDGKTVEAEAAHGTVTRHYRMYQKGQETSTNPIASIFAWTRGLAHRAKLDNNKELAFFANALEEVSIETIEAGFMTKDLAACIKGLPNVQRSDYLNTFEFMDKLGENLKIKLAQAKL
#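 IDH1-R132H (0.5 ug/mL dispensed) in pH 7.5 Tris buffer was preincubated 30 min with compound, then given a substrate mix of 0.016 mM NADPH and 2 mM alpha-KG for 80 min at room temperature; remaining NADPH was read by diaphorase/resazurin fluorescence.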
# PGK inhibitor: inhibitors of T. brucei phosphoglycerate kinase. 380,000 compounds, 0.043% hits. P07378. PGK/GAPDH coupled, Kinase-Glo luminescence, 60 min. AID 602233. Potency, µM (top dose mostly 57.5 µM), for inactives: at the top dose activity change, negative = inhibition, actives largely listed as inhibitors; further: potency means the concentration at half of the fitted maximal effect; on the % scale 0 is the no-effect control and ±100 the full control effect; nearly all actives have a fitted effect of over 60% in size
# Target sequence (P07378 whole entry, looked up): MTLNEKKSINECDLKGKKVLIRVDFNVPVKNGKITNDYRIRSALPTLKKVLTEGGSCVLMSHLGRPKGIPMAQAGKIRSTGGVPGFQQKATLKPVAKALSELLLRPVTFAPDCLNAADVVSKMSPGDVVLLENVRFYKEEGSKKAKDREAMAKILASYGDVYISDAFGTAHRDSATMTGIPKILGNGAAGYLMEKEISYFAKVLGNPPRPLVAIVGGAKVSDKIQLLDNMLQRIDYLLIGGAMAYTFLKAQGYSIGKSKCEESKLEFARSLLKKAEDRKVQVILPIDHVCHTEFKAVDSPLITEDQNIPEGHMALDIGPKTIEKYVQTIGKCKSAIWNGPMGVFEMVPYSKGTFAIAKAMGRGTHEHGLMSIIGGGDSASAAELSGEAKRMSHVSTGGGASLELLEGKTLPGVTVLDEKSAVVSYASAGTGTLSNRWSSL
#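 Luminescent ATP detection (Kinase-Glo Plus) follows a 60-minute room-temperature incubation, with wells lacking PGK as controls. Buffer: 100 mM TEA (pH 7.6), 5 mM MgCl2, 0.01% Tween-20. Coupling enzyme GAPDH (100 nM final) supplies unstable 1,3-BPG in-well.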
# Numbers without * were called inactive; i = inactive; ? = inconclusive; · = no result given; & = joins results of further samples; [ ] = remark or other dose. Unless noted, the call rests on the fitted dose curve; in most records, active means well fitted curve in the direction sought with a large enough effect; inconclusive means small, poorly fitted or top-dose-only effect, or another doubt; inactive means no such curve, though single readings can be large; an effect the other way counts as inactive or inconclusive.
TrxR1 inh	TrxR1 substrate	GLS inh	USP1-UAF1 inh	HP1b chromo inh	PI4K2A inh	Pin1 inhibitor	mIDH1 inhibitor	smiles	PGK inhibitor
8%	-3%	3%	?	28%	0	-8%	3%	CCOC(=O)[C@H]1[C@H]2COc3cc(OC)ccc3[C@@H]2N2C(=O)c3ccc(F)cc3NC(=O)[C@@]12C	i
0%[2.29 µM]	4%[57.1 µM]	-21%	-26%	16%[57 µM]	2	-1%	6%	Cc1cc(C)c2c(c1C)C(=O)CCC2	-5%
12%[57.1 µM]	-4%[57.1 µM]	2%	-33%	7%[57 µM]	-10	23%	8%	CC(=O)c1cccc(NC(=O)c2ccc3nc(Cc4ccccc4)oc3c2)c1	1%
44%	113%[activator][57.1 µM]	2%	-15%	23%	-6	2%	10%	CSc1nnc(-c2cccn(Cc3ccccc3)c2=O)o1	3%
1%	-7%	2%	5%	76%[activator]	2	-3%	6%	CCCCC(=O)Nc1c(C)cc(C)cc1Cl	-7%
3%	3%	-11%	-8%	29%	-5	-10%	0%	COc1cccc(N2C(=O)C(CC(=O)Nc3ccccc3)N(C3CCCCC3)C2=O)c1 (centres undefined)	5%
10%	-4%	1%	-7%	27%	3	1%	-2%	C=C(C)Cn1c(CN(C)Cc2ccccc2)nc2c1c(=O)n(C)c(=O)n2C	-2%
8%	-4%	18%	-17%	27%	3	-10%	0%	COc1ccc(NS(=O)(=O)c2ccc3c(c2)CCN3C(=O)CCC(=O)O)cc1OC	7%
5%&23%	0%&3%	2%	-26%	37%	3	3%	10%	COc1ccc(CN2CCC(=O)N(CCO)CC2)cc1OC	-2%
15%	17%	-22%	-7%	32%	5	1%	7%	CC(C)OC(=O)c1cccc(NC(=O)c2ccccc2)c1	-7%
11%&1%	-1%&-1%	3%	-22%	14%	-4	3%	8%	CC(C)(C)CC(C)(C)N=C1Nc2ccccc2NC12C[C@H]1CCC(=O)N3CC[C@@H](C2)[C@@H]13 (some centres undefined)	-3%
10%[57.1 µM]	2%[57.1 µM]	-23%	-14%	-11%	-30	7%	6%	C/C(=N\Nc1nc2ccccc2s1)c1ccc(Br)s1	6%
-13%	-7%	18%	-8%	?	-1	-2%	-1%	COCCNC(=S)Nc1ccc(N2CCCCC2)cc1	-7%
-11%[57.1 µM]	-7%[57.1 µM]	20%	-11%	0%	-2	68%[activator]	-8%	CC(=O)c1sc(N/N=C\c2ccccc2O)nc1C	7%
10%[57.1 µM]	7%[57.1 µM]	5%	2%	14µM*	-4	1%	-2%	Cc1c(N(C)C)nc2ccccc2c1N	-9%

# Random excerpt: 3 entries already listed, in no set order.
TrxR1 inh	TrxR1 substrate	GLS inh	USP1-UAF1 inh	HP1b chromo inh	PI4K2A inh	Pin1 inhibitor	mIDH1 inhibitor	smiles	PGK inhibitor
15%	17%	-22%	-7%	32%	5	1%	7%	CC(C)OC(=O)c1cccc(NC(=O)c2ccccc2)c1	-7%
3%	3%	-11%	-8%	29%	-5	-10%	0%	COc1cccc(N2C(=O)C(CC(=O)Nc3ccccc3)N(C3CCCCC3)C2=O)c1 (centres undefined)	5%
10%[57.1 µM]	7%[57.1 µM]	5%	2%	14µM*	-4	1%	-2%	Cc1c(N(C)C)nc2ccccc2c1N	-9%

# The main list resumes, starting three compounds before the break.
TrxR1 inh	TrxR1 substrate	GLS inh	USP1-UAF1 inh	HP1b chromo inh	PI4K2A inh	Pin1 inhibitor	mIDH1 inhibitor	smiles	PGK inhibitor
-13%	-7%	18%	-8%	?	-1	-2%	-1%	COCCNC(=S)Nc1ccc(N2CCCCC2)cc1	-7%
-11%[57.1 µM]	-7%[57.1 µM]	20%	-11%	0%	-2	68%[activator]	-8%	CC(=O)c1sc(N/N=C\c2ccccc2O)nc1C	7%
10%[57.1 µM]	7%[57.1 µM]	5%	2%	14µM*	-4	1%	-2%	Cc1c(N(C)C)nc2ccccc2c1N	-9%
18%	8%	2%	-26%	36%[activator]	0	3%	-2%[38.3 µM]	O=C(Cc1ccc(NC(=O)C2CCCN(C(=O)C3CC3)C2)cc1)Nc1ccc(C(=O)N2CCOCC2)cc1 (centres undefined)	-2%
19%	1%	8%	-21%	26%	-4	-11%	-2%	NC1=NC[C@@H](Cc2ccc(O)cc2)N1CCc1cc(C(F)(F)F)cc(C(F)(F)F)c1	7%
17%[57.1 µM]	10%[57.1 µM]	10%	-19%	29%	3	-9%	1%	CCNc1nc2nonc2nc1NCC	i
17%	4%	1%	7%	32%	-6	0%	-8%	COC(=O)c1ccc(C(=O)OC)c(NC(=O)COC(=O)c2ccc(OC)c(OC)c2OC)c1	-2%
-7%	2%	2%	-8%	-4%	1	3%	2%	Cc1c(CN(C)C)c2c(n1C)C(=O)c1ccc(Br)cc1-2	-6%
4%[57.1 µM]	-1%[57.1 µM]	17%	-27%	23%	-4	-3%	14%	COc1ccc(-c2cnc(C)o2)cc1S(=O)(=O)Nc1ccc(C)c(N(C)C)c1	-3%
17%[57.1 µM]	-3%[57.1 µM]	-2%	-12%	-21%	-7	-9%	8%	Cc1cc2ccccn2c1C(=O)c1nc(N2CCOCC2)ncc1Cl	-5%
14%	1%	-9%	-16%	-1%	5	0%	-3%	Cc1ccc(NC(=O)c2ccc(CNc3c(N4CCC(C)CC4)c(=O)c3=O)cc2)cc1	i
12%	4%	4%	-14%	29%	-4	5%	1%	COc1ccc(-c2nc(SCC(=O)Nc3c(F)cccc3F)n[nH]2)cc1	8%
14%[57.1 µM]	-2%[57.1 µM]	-6%	3%	12%	-5	-6%	-24%	Cc1ccccc1NS(=O)(=O)c1ccc2[nH]cc(C(=O)N3CCCCC3)c(=O)c2c1	-10%
23%[57.1 µM]	3%[57.1 µM]	-1%	?	29%[57 µM]	0	2%	7%	O=C(CSc1nc2c([nH]c3ccccc32)c(=O)n1-c1ccc(Cl)cc1)N1CCCCCC1	-8%
2%[57.1 µM]	-3%[57.1 µM]	3%	-1%	30%[activator]	-9	20%	-15%	COc1ccc(-c2nc3c(-c4ccc(F)cc4)cnn3cc2C)cc1F	-4%
10%	7%	6%	-15%	22%	-3	?	4%	O=C(Cc1cccc2ccccc12)N/N=C/c1ccc2cccc(O)c2n1	-3%
41%[activator]	19%	·	-13%	16%	-7	-10%	10%	CCOC(=O)N1CCN(S(=O)(=O)/C=C/c2ccccc2)CC1	-9%
25%	-3%	-3%	-9%	35%	-3	-2%	-7%	O=C(CSc1nnnn1-c1ccc(Cl)cc1)NC1CCS(=O)(=O)C1 (centres undefined)	-6%
27%[57.1 µM]	-18%	-15%	-4%	71%[activator]	-4	4%	0%	O=C1C(Cl)=C(NCC2CCCO2)C(=O)N1c1cccc(Cl)c1Cl (centres undefined)	-11%
-1%	-8%	0%	-11%	36%	1	?	-5%	COCCNC(=O)c1ccc(CS(=O)(=O)c2ccccc2C)o1	-1%
-17%	-14%	19%	-3%	7%	-1	-3%	12%	Cn1c(CN2CCOCC2)nnc1SCC(=O)Nc1ccc([N+](=O)[O-])cc1O	2%
19%	-6%	0%	-1%	8%	0	4%	5%	O=C(NC(Cc1ccccc1)c1ccc2c(c1)OCCCO2)c1ccccc1 (centres undefined)	-9%
3%	5%[0.457 µM]	2%	-19%	10%	1	-7%	0%	O=C(CNS(=O)(=O)c1ccc(Br)cc1)NCc1ccncc1	i
1%	-11%	0%	-14%	0%	2	67%[activator]	-8%	C=Cc1ccc(Cn2c(C(=O)O)c(CNCc3ccccc3)c3ccc(C)cc32)cc1	-8%
-5%	-11%	4%	-26%	19%	6	18%	-4%	CC(C)(C)c1ccc(OCCCC(=O)Nc2cccc(S(=O)(=O)N3CCOCC3)c2)cc1	-2%
?	-1%[57.1 µM]	-8%	-23%	6%[57 µM]	-1	13%	-17%	CNC(=O)c1c(NC(=O)c2ccc(S(=O)(=O)N3CCCC(C)C3)cc2)sc2c1CCC2 (centres undefined)	i
4%[57.1 µM]	7%[57.1 µM]	?	-27%	28%	3	2%	6%	COc1ccc(-n2c(O)c(/C=N/Nc3nc(C)cc(C)n3)c3ccccc3c2=O)cc1OC	-2%
2%[57.1 µM]	-4%[57.1 µM]	5%	1%	-3%	-6	-7%	0%	CC1CCN(C(=O)CSc2nnc3c(n2)[nH]c2ccc(F)cc23)CC1	-5%
6%[57.1 µM]	2%[57.1 µM]	0%	-9%	14%	-2	7%	-4%	O=C(Nc1cc(C(F)(F)F)ccc1Cl)c1nc2ccccc2nc1N1CCCCC1	6%
3%	-1%	-2%	-26%	43%[activator]	-4	-1%	-7%	CC(C)(C)S(=O)(=O)N1Cc2cc(CO)cc(CCO)c2[C@H]1CCO	-8%
25%	9%	1%	-21%	0%	4	-7%	1%	Cc1ccc(S(=O)(=O)N(C)CC(=O)N2CCCCCCC2)cc1	-9%

# Not all compounds are listed; the hit share may differ from the screen's.
